Tcruzi prolif: blocks T. cruzi growth in NIH3T3 culture; T. cruzi beta-gal in NIH3T3, GalScreen luminescence, 90 h; inhibition, % at 8.34 µM; 77,000 tested, 5.9% active; AID 624255;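 active means mean inhibition above about 93%, with at least 55% of replicates each passing it, limit read from the data, passing the limit was not always enough; inconclusive means only one of those two conditions holds; inactive means neither condition holds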
Pf Dd2 inh: inhibitors of Plasmodium falciparum Dd2 growth | AID 1159554 | P. falciparum Dd2 growth, SYBR Green, 72 h; stronger effect = lower value | 94,000 tested, 2.3% active | activity change, % at 10 µM; in the data active means activity change below about -80%; inconclusive means no clear call, values can overlap the other calls
C diff HTS: blocks growth of Clostridium difficile | growth activity, negative = inhibition, % at 16 µg/mL (by protocol) | 86,000 tested, 0.25% active | Clostridium difficile clinical isolate growth, OD600, 24 h; stronger effect = lower value;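 active means mean growth activity at or below -80% and every replicate also at or below -80%; inconclusive means mean at or below -80% but some replicate above -80%; inactive means mean growth activity above -80%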;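 further: 0% = DMSO wells and -100% = levofloxacin 16 µg/mL wells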
KDM4C inh: KDM4C (human) demethylase inhibition; 96,000 tested, 0.15% active; Q9H3R0; GST-KDM4C 2-372, H3K9me3 peptide, LANCE TR-FRET; inhibition, % at 12.5 µM;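 active means mean replicate inhibition above about 25%, with at least 55% of replicates also reaching it, limit read from the data, passing the limit was not always enough; inconclusive means only one of those two conditions met; inactive means neither condition met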
Target sequence (Q9H3R0 2-372 limits assumed): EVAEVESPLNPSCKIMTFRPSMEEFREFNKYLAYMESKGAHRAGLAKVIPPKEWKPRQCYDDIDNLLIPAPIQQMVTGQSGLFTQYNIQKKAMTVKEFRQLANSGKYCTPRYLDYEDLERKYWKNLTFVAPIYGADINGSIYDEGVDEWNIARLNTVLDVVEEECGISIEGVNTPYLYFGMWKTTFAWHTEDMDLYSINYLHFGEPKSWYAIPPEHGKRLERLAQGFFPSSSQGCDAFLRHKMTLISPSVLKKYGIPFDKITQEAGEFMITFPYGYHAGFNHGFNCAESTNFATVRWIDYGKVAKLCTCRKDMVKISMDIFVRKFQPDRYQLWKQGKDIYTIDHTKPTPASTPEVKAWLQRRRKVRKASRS
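material = GST-tagged GASC-1 (JMJD2C) catalytic fragment, aa 2-372 | amount = enzyme final amount 10 nM | medium = HEPES buffer, pH 7.5, plus ascorbate | also added = H3K9me3 peptide substrate, Fe(II), 2-oxoglutarate | dosing = single dose | times = 30 min demethylation and 1 h detection at room temperature | detection = LANCE TR-FRET | read-out basis = Fall in 671/618 emission ratio as inhibition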
Numbers without * were called inactive; ? = inconclusive; · = not tested or not shown; & = joins results of further samples.

SMILES	Tcruzi prolif	Pf Dd2 inh	C diff HTS	KDM4C inh
COc1ccccc1CN1CC[C@@H]2[C@@H](CO)Nc3ccc(-c4ccc(C(=O)N(C)C)cc4)cc3[C@@H]21	89	-45	-16	-0.4
COc1ccc(S(=O)(=O)N(C)C[C@H]2OCCCC[C@H](C)Oc3ccc(NS(=O)(=O)c4ccc(Cl)cc4)cc3C(=O)N([C@H](C)CO)C[C@H]2C)cc1	·	-71	-3	-1.1
C[C@@H]1CN([C@@H](C)CO)C(=O)c2cc(NC(=O)Nc3ccccc3)ccc2O[C@@H](C)CCCCO[C@@H]1CN(C)CC1CCCCC1	?	-74	13	-1.3
C[C@@H]1CCCCO[C@@H](CN(C)C(=O)NC2CCCCC2)[C@@H](C)CN([C@@H](C)CO)C(=O)c2cc(NC(=O)Cc3ccccc3)ccc2O1	73	-77	-4	-0.3
C[C@H]1CCCCO[C@H](CN(C)S(=O)(=O)c2cn(C)cn2)[C@@H](C)CN([C@@H](C)CO)C(=O)c2cc(NC(=O)Nc3ccccc3)ccc2O1	44	-48	8	13
C[C@H](CO)N1C[C@H](C)[C@H](CN(C)C)Oc2ccc(NS(=O)(=O)c3ccccc3)cc2C1=O	-1	2	-1	0.1
O=C(C[C@@H]1C[C@H]2c3cc(NC(=O)Nc4ccccc4F)ccc3O[C@H]2[C@H](CO)O1)NCc1ccc2c(c1)OCO2	65	3	3	-2.0
C[C@H]1CN([C@@H](C)CO)C(=O)Cc2cc(NC(=O)Nc3ccccc3)ccc2O[C@H]1CN(C)Cc1ccc(C(=O)Nc2ccccc2N)cc1	·	-76	7	3.6
O=C(Nc1ccccc1F)N[C@H]1CC[C@H](CC(=O)N2CCCCC2)O[C@@H]1CO	21	1	·	0.3
CCC(=O)N1[C@H](C(=O)NCc2ccc(F)cc2)[C@@H](CO)[C@@H]2Cn3c(ccc(C4=CCCC4)c3=O)[C@@H]21	-23	14	0	0.7
COc1cccc(S(=O)(=O)N(C)C[C@H]2Oc3cc(C4=CCCCC4)ccc3S(=O)(=O)N([C@H](C)CO)C[C@@H]2C)c1	·	-17	10	-0.2
Cc1cc(C(=O)Nc2cccc3c2O[C@@H](CN(C)Cc2ccncc2)[C@@H](C)CN([C@H](C)CO)C3=O)n(C)n1	1	-7	0	1.7
COc1ccccc1-c1ccc([C@@H]2[C@@H]3CN(S(=O)(=O)c4ccc(-c5ccccc5)cc4)C[C@H]2N3)cc1	·	-89*	6	-0.8
CO[C@H]1CN(C)C(=O)c2cc(NC(=O)c3ccccc3)ccc2OC[C@@H](C)N(C)C[C@H]1C	-10	38	1	-0.7
COC(=O)C[C@H]1CC[C@H]2[C@H](COc3ccc(NC(=O)Nc4ccc(C#N)cc4)cc3C(=O)N2C)O1	13	3	-2	-0.1
CC=Cc1ccc2n(c1=O)C[C@H]1[C@H](CO)[C@@H](C(=O)Nc3ccccc3)N(CC3CCCC3)[C@@H]21 (mixture of isomers)	60	·	-8	2.5
CC(C)C#Cc1ccc2c(c1)O[C@@H](CN(C)C(=O)CC1CC1)[C@@H](C)CN([C@H](C)CO)S2(=O)=O	64	-39	4	-0.5
CC(=O)N1CCCCN2[C@H](CO)[C@H](c3ccc(-c4ccc(C)cc4)cc3)[C@@H]2C1	117*	10	-10	0.1
Cn1cnc(S(=O)(=O)N2C[C@@H](O)COC[C@H]3O[C@@H](CC(=O)N4CCN(c5ccccc5)CC4)CC[C@@H]32)c1	-90	9	3&0	1.6
CC(C)C#Cc1cnc2c(c1)C(=O)N([C@@H](C)CO)C[C@@H](C)[C@@H](CN(C)Cc1ccccc1)O2	61	·	8	5.0
CCC(=O)N(C)C[C@@H]1Oc2ncc(C#CCC(C)C)cc2C(=O)N([C@H](C)CO)C[C@H]1C	34	-12	-10	0.8
COc1ccc(NC(=O)Nc2ccc3c(c2)CC(=O)N([C@H](C)CO)C[C@H](C)[C@@H](CN(C)C(=O)Nc2ccc(C(F)(F)F)cc2)O3)cc1	21	-64	-8	-1.4
Cc1noc(C)c1NC(=O)N(C)C[C@H]1Oc2ccc(NC(=O)Cc3cn(C)c4ccccc34)cc2CC(=O)N([C@@H](C)CO)C[C@@H]1C	-29	3	-1	15
COCC(=O)Nc1ccc2c(c1)OC[C@@H](C)N(C(=O)c1ccncc1)C[C@H](C)[C@@H](OC)CN(C)C2=O	-11	-53	·	1.8
C[C@H]1CN([C@@H](C)CO)S(=O)(=O)c2ccc(C3=CCCC3)cc2O[C@@H]1CN(C)C(=O)Cc1ccncc1	93	-51	-2	0.5

Entries of single compounds, quoted from the list. Order of values: Tcruzi prolif | Pf Dd2 inh | C diff HTS | KDM4C inh
COc1ccccc1-c1ccc([C@@H]2[C@@H]3CN(S(=O)(=O)c4ccc(-c5ccccc5)cc4)C[C@H]2N3)cc1 reads · | -89* | 6 | -0.8
Cn1cnc(S(=O)(=O)N2C[C@@H](O)COC[C@H]3O[C@@H](CC(=O)N4CCN(c5ccccc5)CC4)CC[C@@H]32)c1 reads -90 | 9 | 3&0 | 1.6
COc1ccccc1CN1CC[C@@H]2[C@@H](CO)Nc3ccc(-c4ccc(C(=O)N(C)C)cc4)cc3[C@@H]21 reads 89 | -45 | -16 | -0.4

Remaining list, next part:
SMILES	Tcruzi prolif	Pf Dd2 inh	C diff HTS	KDM4C inh
C[C@H]1CN([C@@H](C)CO)C(=O)c2cc(-c3ccc(F)cc3)cnc2O[C@H]1CN(C)C(=O)CN(C)C	-33	29	-3	1.6
COc1ccccc1-c1cnc2c(c1)C(=O)N([C@@H](C)CO)C[C@@H](C)[C@H](CN(C)CC1CCOCC1)O2	·	13	-2	1.2
Cc1noc(C)c1NC(=O)N(C)C[C@H]1Oc2ccc(NC(=O)NC3CCCCC3)cc2C(=O)N([C@@H](C)CO)C[C@@H]1C	83	13	1	-0.8
C[C@H]1CN([C@@H](C)CO)C(=O)c2cccc(NC(=O)c3cnccn3)c2O[C@H]1CN(C)Cc1ccc(Oc2ccccc2)cc1	64	-36	5	15
C[C@@H]1CN([C@H](C)CO)C(=O)Cc2cc(NC(=O)CCC(F)(F)F)ccc2O[C@H]1CN(C)Cc1ccc(C(F)(F)F)cc1	·	-6	-10	-0.5
COc1ccccc1-c1cnc2c(c1)C(=O)N([C@H](C)CO)C[C@H](C)[C@H](CN(C)Cc1ccc(F)cc1)O2	·	-22	9	-0.6
Cc1cc(C(=O)Nc2cccc3c2O[C@@H](CN(C)C)[C@@H](C)CN([C@@H](C)CO)C3=O)n(C)n1	41	-2	10	-0.8
COc1ccc(NC(=O)N2C[C@@H](O)COC[C@@H]3O[C@@H](CC(=O)N4CCN(C)CC4)CC[C@H]32)cc1	16	14	·	1.0
COCC(=O)N1[C@H](CO)[C@@H](c2ccccc2-c2cccc(OC)c2)[C@@H]1C#N	·	-17	102	-0.3
C[C@H](CO)N1C[C@H](C)[C@H](CN(C)C(=O)c2ccccc2F)Oc2ncc(-c3ccc(F)cc3)cc2C1=O	25	-15	0	-1.0
Cc1ccc(S(=O)(=O)Nc2cccc3c2O[C@@H](CN(C)Cc2ccncc2)[C@@H](C)CN([C@@H](C)CO)C3=O)cc1	34	7	3	-0.1
CO[C@H]1CN(C)C(=O)c2ccc(NS(=O)(=O)c3ccccc3C)cc2OC[C@H](C)NC[C@H]1C	13	-42	·	·
Cc1ccc(S(=O)(=O)N(C)C[C@@H]2Oc3cc(C#Cc4ccncc4)ccc3S(=O)(=O)N([C@H](C)CO)C[C@H]2C)cc1	79	-79	1	-18
C[C@@H]1CCCCO[C@H](CN(C)C(=O)Cc2ccccc2)[C@H](C)CN([C@@H](C)CO)C(=O)c2cc(NC(=O)CCCN(C)C)ccc2O1	31	·	-1	4.2
CN(C)C(=O)c1ccc(-c2ccc(C3[C@@H]4CN(C(=O)CN5CCOCC5)C[C@H]3N4)cc2)cc1 (stereo partly drawn)	·	28&-3	-11&-9	1.6&-2.2
N#C[C@H]1[C@@H](c2ccc(C#CC3CC3)cc2)[C@H](CO)N1S(=O)(=O)c1ccccc1	101*	-85*	4	0.1
CCCNC(=O)N1CC2(CCN(S(=O)(=O)c3ccccc3)CC2)c2c(n(C)c3cc(OC)ccc23)[C@H]1CO	·	-20	10	-3.0
C[C@H](CO)N1C[C@H](C)[C@H](CN(C)S(=O)(=O)c2cccs2)OCCCC[C@H](C)Oc2ccc(NC(=O)C3CCCCC3)cc2C1=O	44	-58	0	0.2
C[C@H]1CN([C@@H](C)CO)C(=O)c2cc(NS(=O)(=O)c3ccc(F)cc3)ccc2O[C@@H]1CN(C)C(=O)Nc1cccc2ccccc12	24	-4	-8	1.3
Cc1noc(C)c1S(=O)(=O)Nc1ccc2c(c1)C(=O)N([C@@H](C)CO)C[C@H](C)[C@H](CN(C)C(=O)c1ccncc1)OCCCC[C@@H](C)O2	-19	15	15	-0.9
C/C=C/c1ccc2c(c1)O[C@@H](CN(C)C(=O)c1cccnc1)[C@@H](C)CN([C@H](C)CO)S2(=O)=O	-15	11	0	-0.6
CO[C@H]1CN(C)C(=O)c2ccc(NC(C)=O)cc2OC[C@H](C)N(C(=O)Cc2ccccn2)C[C@@H]1C	·	11	-4	0.5
COc1ccc(NC(=O)Nc2ccc3c(c2)[C@@H]2C[C@@H](CC(=O)N4CCCCC4)O[C@H](CO)[C@@H]2O3)cc1	24	-5	-1	-0.1
C[C@H]1CN([C@@H](C)CO)C(=O)c2ccccc2-c2ccccc2CO[C@@H]1CN(C)C(=O)Nc1cccc(C(F)(F)F)c1	89	-70	-20	-1.6
O=C(C[C@@H]1CC[C@H]2[C@@H](COC[C@@H](O)CN2C(=O)c2cccnc2)O1)NCc1ccc(-c2ccccc2)cc1	-4	-7	·	-1.2

3 neighbouring entries already listed:
SMILES	Tcruzi prolif	Pf Dd2 inh	C diff HTS	KDM4C inh
COc1ccc(NC(=O)Nc2ccc3c(c2)[C@@H]2C[C@@H](CC(=O)N4CCCCC4)O[C@H](CO)[C@@H]2O3)cc1	24	-5	-1	-0.1
C[C@H]1CN([C@@H](C)CO)C(=O)c2ccccc2-c2ccccc2CO[C@@H]1CN(C)C(=O)Nc1cccc(C(F)(F)F)c1	89	-70	-20	-1.6
O=C(C[C@@H]1CC[C@H]2[C@@H](COC[C@@H](O)CN2C(=O)c2cccnc2)O1)NCc1ccc(-c2ccccc2)cc1	-4	-7	·	-1.2

Later entries
SMILES	Tcruzi prolif	Pf Dd2 inh	C diff HTS	KDM4C inh
C[C@H]1CN([C@@H](C)CO)C(=O)Cc2cc(NS(=O)(=O)c3cn(C)cn3)ccc2O[C@H]1CN(C)S(=O)(=O)c1ccccc1	15	-2	-3	2.4
CN(C)CC(=O)Nc1ccc2c(c1)[C@H]1C[C@@H](CC(=O)N3CCOCC3)O[C@@H](CO)[C@H]1O2	-41	-12	0	0.4
CO[C@@H]1CN(C)C(=O)c2cc(NS(C)(=O)=O)ccc2OC[C@H](C)N(C(=O)CN(C)C)C[C@H]1C	22	39	3	-1.1
C[C@@H]1CN([C@@H](C)CO)C(=O)c2c(c3ccccc3n2C)-c2ccccc2CO[C@@H]1CN(C)C(=O)c1ccccc1	20	-64	·	-2.2
O=C(C[C@H]1CC[C@H](NC(=O)c2ccc3c(c2)OCO3)[C@@H](CO)O1)NC1Cc2ccccc2C1	-28	9	·	-1.6
COc1ccc(NC(=O)Nc2ccc3c(c2)C(=O)N([C@@H](C)CO)C[C@@H](C)[C@H](CN(C)C(=O)Nc2ccc(F)cc2)O3)cc1	54	-17	-4	13
C[C@H](CO)N1C[C@H](C)[C@@H](CN(C)C(=O)Nc2ccc(F)cc2)Oc2ccc(NC(=O)C3CC3)cc2C1=O	3	-4	6	0.0
C[C@@H]1CN([C@H](C)CO)C(=O)c2cc(NC(=O)C3CCCCC3)ccc2O[C@@H](C)CCCCO[C@H]1CN(C)Cc1ccc2c(c1)OCO2	77	-76	-3	-0.1
C[C@@H]1CN([C@@H](C)CO)C(=O)c2cc(-c3ccccc3F)cnc2O[C@H]1CN(C)C(=O)c1cnccn1	·	1	2	0.3
CC(C)CC#Cc1cnc2c(c1)C(=O)N([C@@H](C)CO)C[C@@H](C)[C@H](CN(C)C(=O)CC1CC1)O2	43	-10	-3	0.0
C[C@H](NC(=O)[C@H]1[C@H](CO)[C@H]2Cn3c(ccc(/C=C/c4ccccc4)c3=O)[C@@H]1N2)c1ccccc1	-51	·	5	-1.2
C[C@H]1CN([C@@H](C)CO)C(=O)CCCn2cc(nn2)CO[C@H]1CN(C)Cc1cccnc1	-10	-3	·	-0.2
CS(=O)(=O)N1[C@@H](C#N)[C@@H](c2ccc(C#CC3CCCCC3)cc2)[C@@H]1CO	74	1	9	-1.8
CCC(=O)Nc1ccc2c(c1)C(=O)N(C)C[C@H](OC)[C@H](C)CN(Cc1ccccc1OC)[C@@H](C)CO2	-13	·	1	0.7
NCC[C@H]1CC[C@H](NS(=O)(=O)Cc2ccccc2)[C@@H](CO)O1	-31	6	·	-1.1
Cc1ccc(S(=O)(=O)N(C)C[C@H]2Oc3ccc(NC(=O)CCN4CCOCC4)cc3CC(=O)N([C@@H](C)CO)C[C@H]2C)cc1	46	-9	5	3.7
